Assay outcomes from PubChem BioAssay.
GAA glycogen mod: GAA glycogen-cleavage inhibition or activation. P10253. Potency, µM (titrated, usually from 76.4 µM), for inactives: at the top dose activity change, negative = inhibition, most hits filed as inhibitors. hit rate 0.38% among 300,000. recombinant GAA, glycogen substrate, Amplex Red glucose oxidase fluorescence; active = well fitted inhibition curve with a large enough effect; inconclusive = small, poorly fitted or top-dose-only effect, or another doubt; inactive = no such curve, though single readings can be large or run the other way;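 note: 0% = full enzyme reaction and -100% = no-enzyme basal signal; the screen sought inhibitors and activators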
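Recombinant enzyme (4 nM final) with compounds titrated up to 77 uM and bovine liver glycogen (30 ug) in citrate pH 5.0, 0.01% Tween-20, 37 C 40 min. Released glucose detected by Amplex Red/glucose oxidase (Ex 573/Em 610); AC50 from Hill fits.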
Numbers without * were called inactive; ? = inconclusive; & = joins results of further samples; [ ] = another dose, or the depositor's remark. Potency is the fitted concentration of half-maximal effect.

SMILES	GAA glycogen mod
CC(C)CCN1C(=O)c2ccc(C(=O)Nc3ccc(O)cc3C(=O)O)cc2C1=O	-2%
COc1ccc(CNc2ccc3c(c2)nc(C)n3C)cc1OC	-3%[76.3 µM]
CCn1nc(NS(=O)(=O)c2cccc3nonc23)c2cc3ccc(C)cc3nc21	-23%[76.3 µM]
O=C(COc1ccc(S(=O)(=O)N2CCCCC2)cc1Cl)N1CCCC1	14%[76.3 µM]
CC(Oc1cc2oc(=O)c3c(c2cc1Cl)CCCC3)C(=O)NCc1ccncc1 (stereo not drawn)	-1%[76.3 µM]
O=C(O)c1ccc(S(=O)(=O)N2CCCc3ccccc32)cc1	-1%
Cc1nonc1NC(=O)CSc1nnnn1-c1ccccc1	6%[76.3 µM]
COc1ccc(NC(=O)C2(S(=O)(=O)c3ccc(C)cc3)CC2)cc1OC	-15%
Cc1ccc(S(=O)(=O)CC(=O)Nc2nc(C(C)(C)C)cs2)cc1	1%
CCCC(=O)NCc1nc2ccccc2n1CC(=O)c1ccccc1	-2%
O=c1oc(-c2ccc(Br)cc2)nc2ccccc12	17%[76.3 µM]
CN1CCN(c2ccc(NC(=O)c3ccccc3)cc2)CC1	0%
O=C(O)c1cc(-n2nnnc2SCc2ccc([N+](=O)[O-])cc2)ccc1Cl	6%
NC(=O)c1ccc(NC(=O)Cc2cccs2)cc1	0%[76.3 µM]
CCc1cc(-c2n[nH]c(C)c2-c2ccccc2Cl)c(O)cc1OC	-17%
O=C(N/N=C/c1ccc(OC(=O)c2cccs2)cc1)c1ccccn1	-1%[76.3 µM]
Cn1c(=O)c2c(nc(SCc3ccc(C(=O)O)cc3)n2C)n(C)c1=O	-1%
CCOc1ccc(NC(=S)N2CCN(S(=O)(=O)c3ccc(C)cc3)CC2)cc1	4%[76.3 µM]
O=C(CCCc1ccccc1)N1CCN(C2CCCCC2)CC1	13%[76.3 µM]
Cn1ncc(Br)c1NC(=O)c1ccco1	-7%
Cc1ccc(N=C(NO)c2cnccc2C(F)(F)F)c(C)c1	-13%
C/C(CC(=O)NC1CCCCC1)=N\NC(=O)c1ccccc1C	2%
CC(C)CCNC(=O)C1(O)c2ccccc2NC(=O)N1c1ccc(Cl)cc1 (stereo not drawn)	-1%
COc1ccc([N+](=O)[O-])cc1N(CC(O)CN1C(=O)NC(C)(C)C1=O)S(=O)(=O)c1ccccc1 (stereo not drawn)	-3%
COc1ccc(NC(=O)/C=C/c2cccc(C(F)(F)F)c2)cn1	-5%[76.3 µM]

The list goes on, overlapping the part above by 3 compounds.
SMILES	GAA glycogen mod
CC(C)CCNC(=O)C1(O)c2ccccc2NC(=O)N1c1ccc(Cl)cc1 (stereo not drawn)	-1%
COc1ccc([N+](=O)[O-])cc1N(CC(O)CN1C(=O)NC(C)(C)C1=O)S(=O)(=O)c1ccccc1 (stereo not drawn)	-3%
COc1ccc(NC(=O)/C=C/c2cccc(C(F)(F)F)c2)cn1	-5%[76.3 µM]
COC(=O)CN1C(=O)[C@H]2[C@@H](/C=C/c3ccccc3)N3C(=O)CN(CCO)C(=O)[C@@]3(Cc3ccccc3)[C@H]2C1=O	22%[76.3 µM]
Cc1ccc(-n2nc3c(c2NC(=O)c2ccc(F)c(F)c2)CS(=O)(=O)C3)cc1	-12%[76.3 µM]
O=C(O)Cc1ccc(NS(=O)(=O)c2ccc3ccccc3c2)cc1	4%
COc1cc2[nH]c(=S)nc(NCc3cccnc3)c2cc1OC	-14%
Cc1ccc(N(CC(=O)NC2CCCCC2)C(=O)CCC(=O)Nc2nccs2)cc1	2%
CCCC(=O)Nc1ccc(C2C(=O)c3ccccc3C2=O)cc1	16%[76.3 µM]
FC(F)(F)c1ccccc1N/N=C/c1cccnc1	?
O=C1Nc2ccccc2C1=Nc1cccc([N+](=O)[O-])c1	-2%
CCOc1ccc(NC(=S)N2CCC(NC(=O)c3ccccc3C)CC2)cc1	-2%[76.3 µM]
Cn1c(/C(C#N)=C(\O)c2ccc(Cl)s2)nc2ccccc21	-1%[76.3 µM]
O=C(NC1CC2CCC1C2)c1ccco1 (stereo not drawn)	-15%
C=CCC1(CC=C)CCCN1C(=O)C1CCC(=O)N(CCc2ccc(OC)cc2)C1 (stereo not drawn)	-2%[76.3 µM]
CCc1nnc(NS(=O)(=O)c2ccccc2)s1	-1%[76.3 µM]
CCCc1cnc(N2CCN(C(=O)c3ccccc3)CC2)nc1	6%
N#Cc1cccc2c1-c1ccccc1/C2=N/NC(N)=O	0%
CC(=O)Nc1ccc(Nc2nc(C)nc3c2nnn3Cc2ccccc2Cl)cc1	3%[76.3 µM]
CC(=O)Nc1ccc(Nc2nc(C(F)(F)F)nc3c2nnn3Cc2ccccc2Cl)cc1	0%[76.3 µM]
O=C(CCCC(=O)N1CCN(c2ccccc2F)CC1)c1ccccc1	0%[76.3 µM]
CC/C(=C/c1ccccc1)c1cccc2[nH]c3c(OC)cccc3c12	7%[76.3 µM]
COc1cc(C(=O)N2CCSCC2)ccc1OC1CCN(C(C)=O)CC1	3%[76.3 µM]
c1ccc(-c2ccccc2OCCN2CCCC2)cc1	1%[76.3 µM]
Cn1c(SCC(=O)Nc2nnc(-c3ccccc3)o2)nnc1C1CC1	-5%[76.3 µM]
CCc1ccccc1NC(=O)NNC(=O)CCc1ccccc1	-7%[76.3 µM]
CCCc1cc(=O)oc2cc(OCC(=O)NCCCn3ccnc3)c(Cl)cc12	-5%[76.3 µM]
COc1ccc(OCC(O)CN2CCN(c3ccc(OC)cc3)CC2)cc1 (stereo not drawn)	-1%

3 entries out of the list above, sorted by the number in GAA glycogen mod, lowest first:
Compound,GAA glycogen mod
O=C(NC1CC2CCC1C2)c1ccco1 (stereo not drawn),-15%
N#Cc1cccc2c1-c1ccccc1/C2=N/NC(N)=O,0%
Cc1ccc(N(CC(=O)NC2CCCCC2)C(=O)CCC(=O)Nc2nccs2)cc1,2%

Looked up above.
CC(=O)Nc1ccc(Nc2nc(C)nc3c2nnn3Cc2ccccc2Cl)cc1 in GAA glycogen mod is entered as 3%[76.3 µM]
COC(=O)CN1C(=O)[C@H]2[C@@H](/C=C/c3ccccc3)N3C(=O)CN(CCO)C(=O)[C@@]3(Cc3ccccc3)[C@H]2C1=O in GAA glycogen mod is entered as 22%[76.3 µM]
CCc1ccccc1NC(=O)NNC(=O)CCc1ccccc1 in GAA glycogen mod is entered as -7%[76.3 µM]

(further entries)
SMILES	GAA glycogen mod
CC1CCN(C(=O)Cn2nnc(-c3ccc(N)cc3)n2)CC1	1%[76.3 µM]
COc1ccc(C2N(C(=O)N(C)C)CCN2S(=O)(=O)c2ccc(OC)cc2)cc1 (stereo not drawn)	2%[76.3 µM]
COc1cc(NC(=O)c2ccc([N+](=O)[O-])o2)ccc1NC(=O)c1ccco1	-8%[76.3 µM]
CC(C)C[C@@H](CN=[N+]=[N-])N1CCN(Cc2ccccc2)CCC1=O	16%[76.3 µM]
Cc1cc(NC(=O)Nc2cccc(Cl)c2)n(-c2ccccn2)n1	2%
CC(=O)c1ccc(NC(=O)C2=CC(c3ccco3)=NS(=O)(=O)N2C)cc1	-6%[76.3 µM]
O=C(CNS(=O)(=O)c1ccc(Br)s1)NCc1ccc(F)cc1	4%
N#Cc1cccc(NC(=O)Cn2cnc(S(=O)(=O)N3CCOCC3)c2)c1	-10%[76.3 µM]
CCOc1ccc(NC(=O)CNC(=O)c2nn(-c3ccc(OC)cc3)c(=O)c3ccccc23)cc1	1%
COc1cccc(COc2ccc3ccc(=O)oc3c2)c1	-5%
Cc1cccc(C(=O)c2cn[nH]c2-c2ccccc2O)c1	-4%
COc1ccc(-c2cc(C(=O)Nc3c(Cl)cccc3Cl)no2)cc1OC	5%[76.3 µM]
O=C(O)C(c1ccccc1)N1C(=O)c2ccccc2C1=O (stereo not drawn)	3%[76.3 µM]
CCOc1ccc(CN2CCCC(CO)(Cc3ccccc3F)C2)cc1 (stereo not drawn)	-9%[76.3 µM]
CCOC(=O)c1c(C)n(C)c2ccc(OCC(O)CNCCc3ccccc3)cc12 (stereo not drawn)	-4%
C=CCNC(=O)c1cc(-c2cccnc2)nc2ccccc12	2%
CC(=O)Nc1ccc(S(=O)(=O)NCc2nc(-c3ccccc3)no2)cc1	-11%
Cc1[nH]c2ccc(C(=O)N3CCN(C)CC3)cc2c1C	5%[76.3 µM]
CCN1CCN(CCCNC(=O)C2CCCN(c3nc4c(C)cc(C)cc4s3)C2)CC1 (stereo not drawn)	-13%[76.3 µM]
C/C(=N\Nc1cc(N2CCCCC2)nc(C)n1)c1ccc(Br)cc1	-11%[76.3 µM]
Cc1cccc(C)c1N1C(=O)CN(Cc2ccccc2)C1=S	5%
CCNC(=O)C(C)NC(=O)C1=NN(c2ccccc2)C(=O)CC1 (stereo not drawn)	1%[76.3 µM]
CC1CCN(S(=O)(=O)c2ccc(C(=O)Nc3nnc(C4CC4)o3)cc2)CC1	1%[76.3 µM]
COc1ccc(CC(=O)NCCc2cnc[nH]2)cc1	7%
CC12CCC(=O)N1C(C(=O)Nc1nc3ccc(S(C)(=O)=O)cc3s1)CS2 (stereo not drawn)	3%[76.3 µM]

Continuation.
SMILES	GAA glycogen mod
COC(=O)c1ccc(NC(=O)Cn2c([N+](=O)[O-])cnc2C)cc1	-2%[76.3 µM]
COc1ccc([N+](=O)[O-])cc1NC(=O)C1C2C=CC(C2)C1C(=O)O (stereo not drawn)	5%
Cc1c(Cl)cccc1NC(=O)CSC(C)c1nc2ccccc2c(=O)[nH]1 (stereo not drawn)	4%[76.3 µM]
O=C(c1ccsc1)N1CCCC(Nc2cccc(F)c2)C1 (stereo not drawn)	-2%[76.3 µM]
COCCn1cnc2c1c(=O)n(Cc1cc(C(C)=O)ccc1OC)c(=O)n2Cc1ccccc1	1%
COc1ccccc1OCC(=O)Nc1ccccc1C(=O)N1CCCCC1	-4%[76.3 µM]
O=C(O)C1CCCN1C(=O)NC1CCCCC1 (stereo not drawn)	-11%[76.3 µM]
C/C(=N/NS(=O)(=O)c1cccc([N+](=O)[O-])c1)c1ccc2c(c1)OCO2	-8%[76.3 µM]
CCOCCc1nnc(NC(=O)C2CCN(C(=O)c3ccco3)CC2)s1	-1%
c1ccc(SCCCCN2CCOCC2)cc1	-1%[76.3 µM]
COc1ccc(CNCc2ccc3c(c2)OCO3)cc1Br	-1%
CC(=O)C1=C(O)C(=O)N(c2ccc(O)cc2)C1c1cccc([N+](=O)[O-])c1 (stereo not drawn)	3%[76.3 µM]
Cc1ccc(-c2c(C(=O)N/N=C/c3c[nH]c4ccccc34)nnn2-c2nonc2N)cc1	-2%[76.3 µM]
O=C(NCCc1ccccc1)NC(Cc1ccccc1)C(=O)O (stereo not drawn)	4%
O=CN1CCN(C(=O)c2cc3cc(Cl)ccc3[nH]2)CC1	21%[76.3 µM]
O=C(c1cc(COc2ccc3ncccc3c2)on1)N1CCCC1	-6%[76.3 µM]
O=C(CSc1nc2ccccc2c(=O)[nH]1)Nc1ccc(N2CCOCC2)cc1	-5%[76.3 µM]
CN(C)CCCn1c(SCC(=O)Nc2nccs2)nnc1-c1ccncc1	1%
Cc1cc(=O)oc2cc(OC(C)C(=O)NCCCN3CCCC3=O)c(Cl)cc12 (stereo not drawn)	-2%[76.3 µM]
COCCOc1ccc(C(F)(F)F)cc1NC(=O)COC(=O)c1cc([N+](=O)[O-])ccc1N1CCOCC1	0%[76.3 µM]
Cc1ccccc1OCC(=O)Nc1ccc(S(=O)(=O)N2CCOCC2)cc1	10%[76.3 µM]
Cc1ccc(NC(=O)CSc2n[nH]c(-c3cccnc3)n2)c(Br)c1	6%
COc1cccc(CNC(=O)CNS(=O)(=O)c2ccc(Br)s2)c1	-6%
CCCCOCCCN1CC(=O)N2C(C)c3[nH]c4ccccc4c3C[C@H]2C1=O (stereo partly drawn)	-2%
CC(=O)c1cccc(NC(=O)c2ccccc2N(C)S(=O)(=O)c2ccc(C)cc2)c1	-12%[76.3 µM]

Brought forward from above: 2 entries; new compounds follow.
SMILES	GAA glycogen mod
CCCCOCCCN1CC(=O)N2C(C)c3[nH]c4ccccc4c3C[C@H]2C1=O (stereo partly drawn)	-2%
CC(=O)c1cccc(NC(=O)c2ccccc2N(C)S(=O)(=O)c2ccc(C)cc2)c1	-12%[76.3 µM]
O=C(CCn1c(=O)oc2cc(Cl)ccc21)Nc1ccc(N2CCOCC2)cc1	3%
COc1ccccc1CCNC(=O)C1CCC(=O)N(C2CCCCCC2)C1 (stereo not drawn)	5%[76.3 µM]
Cn1c(SCC(=O)NNC(=O)c2ccccc2O)nnc1-c1ccccc1	6%
N#C/C(=C\c1ccc(F)cc1)C(=O)Nc1ccccn1	-2%
O=C(Nc1ccnn1C1CCN(C(=O)c2c(F)cccc2F)CC1)C1CC1	1%[76.3 µM]
NC(=O)Cn1cnc2c(nnn2-c2ccc(F)cc2)c1=O	3%
CCC1(c2ccccc2)NC(=O)N(CC(=O)NCc2ccc(C)cc2)C1=O (stereo not drawn)	0%
O=C(Nc1ccc(Cl)cc1[N+](=O)[O-])c1ccc2c(c1)OCCO2	-1%[76.3 µM]
CCN1C(=NCCN2CCOCC2)N[C@@H](CCc2ccccc2)C(C(=O)OC)=C1C	15%&19%[76.3 µM]
C[C@H](NC(=O)c1cc2cc(Cl)ccc2n1C)C(=O)N1CCC(C(=O)O)CC1	10%
COc1cc(NC(=O)c2cccs2)c(OC)cc1NC(=O)Nc1ccc(F)cc1	-7%[15.3 µM]
COCc1cc(C)nc2sc(C(=O)Nc3ccccc3Br)c(N)c12	3%[76.3 µM]
Cc1c(CN2CCC(n3nccc3NC(=O)c3cccc(F)c3)CC2)cnn1C	0%[76.3 µM]
COc1ccc(CNC(=O)CN(C(=O)CCC(=O)Nc2nccs2)c2cccc(C)c2)cc1	-1%
COc1ccc(C(=O)COC(=O)/C=C/c2ccccc2)cc1	-1%[76.3 µM]

These rows are one share of the data. The share of hits here may be higher or lower than overall.
